Screening results from PubChem.
NCOA3 inh – SRC3 coactivator transcriptional activity inhibitors, primary screen, cell-based, luminescence; inhibition, % at 3.6 µM; HEK293 GAL4-SRC3 luciferase reporter; actives 0.17% (n = 360,000); AID 588352, 2011; Nuclear receptor coactivator 3 (Homo sapiens), Q9Y6Q9;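 active = inhibition above a per-campaign cutoff, the mean of all compounds plus 3 SD, cut at about 60% in these data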;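 also: 0% = DMSO-treated cells and 100% = gossypol-treated cells at 36 µM; higher means less SRC3-driven luciferase light from the GAL4 reporter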
NR5A2 inv ag – LRH-1 (NR5A2) inverse agonists, primary screen, cell-based, luminescence, HEK293T, StAR-luciferase reporter; actives 0.13% (n = 360,000); AID 602396, 2012; LRH-1 transfected, 24 h; Nuclear receptor subfamily 5 group A member 2 (Homo sapiens), O00482; inhibition, % at 3.6 µM;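 active = inhibition above the mean inhibition of all tested compounds plus 3 SD, cut at about 73% in these data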;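 also: 0% = DMSO wells and 100% = reporter-only cells lacking LRH-1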
NCOA1 inh – SRC1 coactivator transcriptional activity inhibitors, primary screen, cell-based, luminescence; Nuclear receptor coactivator 1 (Homo sapiens), Q15788; HEK293 GAL4-SRC1 luciferase reporter; inhibition, % at 3.6 µM; actives 0.12% (n = 360,000); AID 588354, 2011;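 active = inhibition above the campaign mean plus 3 SD, with each screening campaign given its own cutoff, cut at about 60% in these data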;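 also: 0% = DMSO treated cells and 100% = gossypol at 36 µM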
LMP1 NFkB inh – EBV LMP1-driven NF-kappaB luciferase reporter inhibitors, primary screen, cell-based, luminescence, single point; LMP1-induced NF-kappaB luciferase reporter cells; inhibition, % at 12.5 µM; actives 0.69% (n = 350,000); in the data active = inhibition above about 41%;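 also: 0% = neutral control wells and 100% = reference inhibitor control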
COUP-TFII inh – NR2F2 transcriptional activity inhibitors, primary screen, cell-based, luciferase reporter, HEK293T, luminescence; COUP transcription factor 2 (Homo sapiens), P24468; HEK293T NGFI-A luciferase reporter; inhibition, % at 8.6 µM; actives 0.7% (n = 370,000); AID 686940, 2013;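 active = inhibition above a per-plate cutoff, mean inhibition of test wells between control levels plus 3 SD, cut at about 38% in these data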;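 also: cells cotransfected with COUP-TFII expression vector driving the NGFI-A reporter; 0% = median of COUP-TF2 test wells and 100% = reporter-only cells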
NCOA2 inhibitor – inhibition of GAL4-SRC2 driven luciferase reporter, primary screen, SRC2 inhibitor project, cell-based, luminescence; inhibition, % at 9 µM; Nuclear receptor coactivator 2 (Homo sapiens), Q15596; AID 651957, 2012; actives 0.17% (n = 370,000); HEK293 GAL4-SRC2 luciferase reporter;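 active = inhibition above the mean inhibition of all tested compounds plus 3 SD, set per campaign, cut at about 52% in these data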;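 also: 0% = DMSO treated cells and 100% = cells given Gossypol at 36 µM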
TLR9-MyD88 block – inhibitors of TLR9-MyD88 association in cells, primary screen, cell-based, CHO, BLA complementation, fluorescence; actives 0.21% (n = 340,000); CCF4 FRET ratio; inhibition, % at 4.98 µM; AID 504734, 2011;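 active = inhibition above the mean over all tested compounds plus 3 SD, cut at about 21% in these data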;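 also: 0% = DMSO only wells and 100% = clavulanate BLA inhibitor control wells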
NOD2 RIPK2 PPI – NOD2-RIPK2 binding disruptors in cells, primary screen, fluorescence, CHO cells, BLA complementation; Receptor-interacting serine/threonine-protein kinase 2 (Homo sapiens), O43353; CCF4 ratio; inhibition, % at 4.98 µM; actives 0.38% (n = 360,000); in the data active = inhibition above about 21%;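 also: 0% = vehicle only and 100% = reference blocker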
TROY NFkB inh – inhibitors of TROY-driven NF-kB signaling, primary screen, Q293 LMP1-TROYcd cells, NF-kB luciferase, uHTS. inhibition, % at 10 µM. actives 0.98% (n = 360,000). Q293 LMP1-TROYcd NF-kB luciferase reporter, 4 h;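 active = compounds whose plate-normalised and pattern-corrected inhibition of the luciferase reporter signal at the single screening dose is 50% or more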
Vif inh – HIV Vif self-association inhibitors, primary screen, imaging, HEK293T, single point; actives 0.35% (n = 340,000); HEK293T cells, Vif self-association by quenched fluorescence, 24 h; inhibition, % at 7.49 µM; in the data active = inhibition above about 50%, passing the limit was not always enough; also: some results filed as inactive read as strong as hits
TRAIL sens C8 – viability loss with TRAIL in NB7+C8 cells, primary screen, TRAIL sensitizer project, cell-based, ATPlite luminescence | inhibition (viability loss, TRAIL sensitization), % at 10 µM | actives 1% (n = 360,000) | AID 624354, 2012;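 active = compounds causing at least 50% loss of cell viability in the single-dose screen, relative to plate controls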
Starred values were filed as active, the others as inactive; . = not tested or not shown. Only part of the results is shown; rates above refer to the full screens.

SMILES	NCOA3 inh	NR5A2 inv ag	NCOA1 inh	LMP1 NFkB inh	COUP-TFII inh	NCOA2 inhibitor	TLR9-MyD88 block	NOD2 RIPK2 PPI	TROY NFkB inh	Vif inh	TRAIL sens C8
Cc1ccc(S(=O)(=O)N2CCCC(c3nc(-c4ccc(C)o4)no3)C2)cc1 (centres undefined)	-11.5	6.7	13.9	-1.8	19.2	15.0	0.2	-9.9	-4.8	-0.8	4.3
CC1=C(C(=O)N2CCCC(C(=O)c3cccc(C(F)(F)F)c3)C2)OCCO1 (centres undefined)	-0.9	-24.7	-10.7	10.1	12.7	11.1	-4.6	-2.6	16.0	-5.3	-2.1
CCCCN(C(=O)C(C)Oc1ccc(Cl)cc1)c1c(N)n(CCCC)c(=O)[nH]c1=O (centres undefined)	-31.6	-0.5	-14.7	4.6	-4.3	14.7	8.2	7.9	7.9	7.0	-10.7
Cc1cccc(N(CC(=O)N2CCCC2)S(C)(=O)=O)c1	-4.9	9.4	-3.9	6.1	-21.3	-0.6	-13.5	-7.1	11.9	1.2	4.1
COc1cccc(Nc2nc(=O)[nH]nc2C)c1	22.8	4.2	-5.4	-4.9	-19.9	-12.4	4.2	-7.8	-11.9	-4.4	-17.5
Cc1cc(F)ccc1NC(=O)c1ccc(NS(=O)(=O)c2cccs2)cc1	-4.1	-43.9	-9.0	4.0	10.0	15.6	10.0	-8.9	0.8	.	7.7
O=S1(=O)CCC(S(=O)(=O)N2CCCCCC2)C1 (centres undefined)	-3.6	-0.6	1.1	10.1	-4.5	13.9	-8.5	0.9	1.8	-1.1	9.5
Cc1nn(-c2ccc(F)cc2)c(Cl)c1/C=C/C(=O)N1CCNC(=O)C1	-17.5	-10.3	-2.4	-10.4	-0.5	-2.5	3.4	-1.9	4.2	-2.6	-7.9
O=C(NOC(=O)c1ccccc1)c1ccccc1	10.1	11.6	-6.9	0.9	3.6	3.5	1.3	-2.1	-13.4	-2.2	20.9
O=C(CSc1nc(-c2ccco2)cc(C(F)(F)F)n1)Nc1ccc(C(=O)N2CCCCC2)cc1	3.7	13.5	6.8	7.9	10.2	-16.0	-10.4	-8.3	24.6	-16.4	4.6
Cc1c(OCC(=O)N2CCC(C(=O)O)CC2)ccc2c3c(c(=O)oc12)CCCC3	16.9	-2.5	-13.6	-5.8	-2.4	-14.8	-0.8	5.3	-7.9	24.6	5.5
Cc1ccc(-c2[nH]ncc2C(=O)c2ccc(Br)cc2)c(O)c1	6.4	-4.4	7.1	-3.7	2.3	-7.6	-5.4	-9.7	8.9	-12.0	11.8
CCOC(=O)Cc1cnc(NC(=O)Cn2nnc(-c3ccc(OCC)cc3)n2)s1	6.4	20.7	-6.6	1.6	19.2	-13.3	9.1	-3.5	19.2	0.5	22.5
COc1cccc(NC(=S)NCCN2CCOCC2)c1	3.4	19.0	-16.7	3.9	-31.8	-37.9	7.6	-7.2	11.2	-3.1	-9.1
Cc1cc(C(=O)NCC(=O)Nc2ccc(F)c(F)c2)c(C)o1	15.9	-2.9	9.9	0.4	4.0	0.8	3.3	-4.3	6.5	25.6	4.2
CC1(C)CN(c2ccc(C(=O)c3ccccc3)cc2)C1=O	11.0	-1.1	-4.7	-3.2	-6.3	4.3	-2.9	5.1	8.0	1.8	-0.9
Cc1ccc(SCc2cc(=O)[nH]c(N3CCN(Cc4ccc5c(c4)OCO5)CC3)n2)cc1	6.0	-5.4	-6.1	7.3	-15.1	2.9	-2.6	-3.6	13.2	-9.1	-2.3
Fc1ccc(-c2csc3[n+]2CCS3)cc1	-9.2	18.5	0.3	4.2	11.5	-0.8	1.0	-2.8	9.7	-0.4	-6.7
CC(=O)C1(C)OC(N)=C(C#N)C(c2ccccc2)C1(C#N)C#N (centres undefined)	9.3	3.7	-3.7	-5.8	-1.6	-20.8	-10.4	-13.9	2.8	7.8	-4.8
Cc1ccc(S(=O)(=O)NCCC2=CCCCC2)cc1C(N)=O	14.2	26.7	18.2	11.0	7.1	20.4	-4.3	5.4	34.6	-21.0	5.7
CN(CC(=O)Nc1ccccc1Br)C(=O)c1n[nH]c2ccccc12	-4.8	3.8	-14.3	-8.5	11.2	-1.6	-1.8	-9.7	-3.1	-5.0	7.5
O=C(CSc1ccc2nnc(-c3ccncc3)n2n1)Nc1ccc2c(c1)OCO2	-23.0	12.2	-6.0	2.0	10.4	2.7	2.3	-1.7	-13.2	11.1	-11.7
COc1ccccc1-c1nc(-c2ccc(C(=O)O)cc2)no1	-12.2	-39.6	-69.3	1.8	-46.7	-71.2	-0.1	6.3	-37.8	25.1	27.3
COc1ccc(/C=C2/SC(=S)N(CC(=O)O)C2=O)cc1OCc1ccc(Cl)cc1	-48.1	-40.4	-26.5	-30.5	-24.7	-35.6	1.5	-2.5	-50.5	-3.8	12.7
Cc1c(NC(=O)OCCSc2nc(N(C)C)nc(N(C)C)n2)sc(=S)n1C	23.4	0.5	7.4	4.8	-3.5	-13.8	-2.9	8.3	-2.3	-1.0	-13.0

(next part)
SMILES	NCOA3 inh	NR5A2 inv ag	NCOA1 inh	LMP1 NFkB inh	COUP-TFII inh	NCOA2 inhibitor	TLR9-MyD88 block	NOD2 RIPK2 PPI	TROY NFkB inh	Vif inh	TRAIL sens C8
Cc1cccc(COc2coc(CN3CCN(C(=O)c4ccco4)CC3)cc2=O)c1	13.5	2.8	-6.9	-2.8	1.3	1.8	-1.2	-2.3	7.9	-0.9	-5.1
COc1ccc2c(c1)[n+](=O)c(C(C)=O)c(C)n2[O-]	10.8	4.0	4.0	-9.7	7.3	-21.0	1.7	1.1	-1.9	3.7	-1.7
Cc1ccc(NS(=O)(=O)c2cc(C(=O)N3CCOCC3)ccc2C)cc1C	7.0	6.7	4.2	0.9	15.7	-6.4	1.1	2.2	0.8	-10.1	-9.9
CS(=O)(=O)Nc1ccccc1C(=O)NCCSc1ccccc1	6.4	6.7	-3.5	0.7	5.5	-2.9	4.8	-6.8	16.1	-4.2	-6.4
COc1cc(/C=N/N2CCN(c3ccccc3OC)CC2)ccc1OC(C)=O	-23.7	-12.2	-11.9	-1.9	-11.7	-29.4	-13.1	-4.9	-5.1	14.8	8.7
CN(c1cccc(F)c1)c1cc2c(c3c1ccn3C)C1CCC2O1 (centres undefined)	-20.8	-2.1	4.4	.	-11.2	-22.3	.	-19.5	-15.4	.	-3.7
COC(=O)C(NC(=O)COc1ccccc1)(Nc1nc2c(s1)CCCC2)C(F)(F)F (centres undefined)	8.6	4.4	-20.0	2.8	-15.4	0.7	-0.2	-15.9	-3.6	15.8	9.4
CCOC(=O)C(C)n1cnc2c(nnn2-c2ccc(F)cc2)c1=O (centres undefined)	-7.6	6.1	-4.6	-5.9	-3.0	10.8	2.0	-7.6	-27.0	.	17.2
COc1ccc(S(=O)(=O)N2CCC(C(=O)NCCOc3ccccc3F)CC2)cc1OC	3.2	18.5	2.5	-0.2	-9.1	-5.4	-3.4	3.9	-1.3	-0.5	-3.6
Cc1cc(CNC[C@H]2O[C@@H](n3cnc4c(N)ncnc43)[C@H](O)[C@@H]2O)no1	-5.2	-0.8	-4.1	0.1	-2.4	13.0	-11.9	4.0	6.7	20.2	-2.6
CC(C)c1ccc(OCC(=O)Nc2ccccc2C(=O)N2CCOCC2)cc1	24.8	4.0	14.8	12.7	17.9	-21.3	-2.6	-3.4	-12.7	2.9	9.5
CCOc1ccc(N2C(=O)CC(NNc3nc4ccccc4s3)C2=O)cc1 (centres undefined)	4.8	0.2	4.5	-10.4	-7.0	-2.5	6.1	-9.2	4.5	2.4	11.0
COC(=O)c1sccc1-c1ccc(C(=O)Nc2cccnc2)o1	-49.2	-141.2	-89.6	-26.5	-33.3	-90.6	-6.2	-2.2	-65.8	-0.9	13.7
CCOC(=O)c1c(NC(=O)CN2C(=O)NC3(CCCC3)C2=O)sc(C)c1CC	17.7	18.9	-3.7	-2.2	-2.3	-9.8	6.2	3.0	-26.5	-10.2	-14.4
CCCCCc1nnc(NS(C)(=O)=O)s1	15.3	14.3	-7.9	-8.2	-3.4	-5.8	8.8	-5.3	-4.8	2.5	-6.5
COc1ccc(S(=O)(=O)N2CC(C)N(C(=O)N3CCOCC3)C2)cc1 (centres undefined)	2.0	13.8	-29.6	-5.7	-1.2	2.8	-2.0	7.1	11.0	11.9	9.8
C=CCOC(=O)C1=C[C@H](c2coc3ccccc3c2=O)[C@@H](CCCO)[C@H](OCC)O1	6.5	-15.9	-13.6	-4.1	1.1	-20.6	-8.1	-9.0	-9.3	-0.5	-4.7
NC(=S)N/N=C/c1ccccc1OC(=O)/C=C/c1ccccc1	-5.9	11.7	-25.5	-11.6	-17.7	2.9	10.5	5.7	-5.8	-3.2	13.9
CC(C)CC1NC(=O)C(CC(C)C)N(CO)C1=O (centres undefined)	-20.0	9.3	1.6	-2.6	2.2	-5.5	-0.7	-12.1	-7.4	-1.9	0.2
O=C(CN1C(=O)NC2(CCCC2)C1=O)Nc1ccc(OC(F)(F)F)cc1	-41.4	0.1	-11.1	-11.8	-7.8	14.8	3.5	-8.1	-17.5	15.2	1.7
CCOc1oc(-c2ccc(OC)cc2)nc1C(F)(F)F	-3.8	8.1	3.2	6.6	6.4	-7.7	3.8	-9.4	0.1	12.9	1.7
CCOC(=O)c1c(C)c(C(=O)N2CCN(c3ccccc3)CC2)c(C)n1C	3.1	-13.9	-37.6	-3.8	13.1	12.0	-2.3	-7.5	-11.8	1.6	-12.1
O=C(O)C/C(=C\c1ccc(Cl)cc1)c1nc2ccccc2o1	6.8	-3.2	8.5	-9.0	-10.2	-7.8	.	-8.6	-2.2	5.0	-3.9
CCC(C)NC(=O)c1ccc(C)c(NC(=O)C2=C(C)OCCS2)c1 (centres undefined)	-16.8	-0.9	-7.4	-15.7	8.0	-4.7	2.6	-2.6	-0.3	9.7	8.3
COc1cc2cc(CN(Cc3cccs3)C(=S)Nc3ccccc3)c(=O)[nH]c2cc1OC	5.2	1.6	-9.6	-1.2	5.1	-3.4	2.2	1.0	-13.6	1.6	-2.7

Among those listed so far, these contain bromine:
SMILES	NCOA3 inh	NR5A2 inv ag	NCOA1 inh	LMP1 NFkB inh	COUP-TFII inh	NCOA2 inhibitor	TLR9-MyD88 block	NOD2 RIPK2 PPI	TROY NFkB inh	Vif inh	TRAIL sens C8
Cc1ccc(-c2[nH]ncc2C(=O)c2ccc(Br)cc2)c(O)c1	6.4	-4.4	7.1	-3.7	2.3	-7.6	-5.4	-9.7	8.9	-12.0	11.8
CN(CC(=O)Nc1ccccc1Br)C(=O)c1n[nH]c2ccccc12	-4.8	3.8	-14.3	-8.5	11.2	-1.6	-1.8	-9.7	-3.1	-5.0	7.5
